# JMJD2A Tudor inh: qHTS Assay for Inhibitors of JMJD2A-Tudor Domain; 4.4% of 390,000 active; Lysine-specific demethylase 4A (Homo sapiens), O75164; Potency, µM (highest dose often 114 µM), inactives show at the top dose activity change, negative = inhibition, usual class: inhibitors; AlphaScreen JMJD2A-Tudor / H3K4me3 peptide binding; AID 504339, 2011; also: potency is read from the fitted curve at half-maximal effect; % is scaled to controls: 0 for no effect and ±100 for the full control effect; nearly all actives have a fitted effect of over 50% in size
# G9a inh: qHTS Assay for Inhibitors of Histone Lysine Methyltransferase G9a; Histone-lysine N-methyltransferase EHMT2 (Homo sapiens), Q96KQ7; G9a H3K9 monomethylation, AlphaScreen, 2 h; Potency, µM (top dose mostly 102 µM), for the others: top-dose activity, negative = inhibition, usual class: inhibitors; 8.8% of 350,000 active; AID 504332, 2011; also: potency is read from the fitted curve at half-maximal effect; % is scaled to controls: 0 for no effect and ±100 for the full control effect; nearly all actives have a fitted effect of over 75% in size
# Target sequence (Q96KQ7 913-1193 limits assumed): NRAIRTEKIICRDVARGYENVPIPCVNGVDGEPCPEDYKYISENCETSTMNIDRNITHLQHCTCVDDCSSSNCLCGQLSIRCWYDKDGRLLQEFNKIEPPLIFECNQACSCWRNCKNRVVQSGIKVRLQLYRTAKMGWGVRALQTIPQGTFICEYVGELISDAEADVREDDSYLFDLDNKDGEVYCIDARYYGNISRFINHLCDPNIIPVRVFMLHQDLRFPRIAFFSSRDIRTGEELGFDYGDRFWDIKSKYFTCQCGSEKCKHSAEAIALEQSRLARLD
#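 Using a bead-based AlphaScreen, monomethylated H3K9 product from 2 h room-temperature reactions (G9a 20 nM, peptide 500 nM, SAM 20 uM) was detected with 0.5 ug/mL rabbit anti-H3K9me1 antibody.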
# GLS inhibitor: qHTS for Inhibitors of Glutaminase (GLS). Glutaminase kidney isoform, mitochondrial (Homo sapiens), O94925. GLS enzymatic activity, qHTS titration. 0.21% of 410,000 active. Potency, µM (top dose mostly 45.5 µM), for inactives: at the highest dose activity change, negative = inhibition, usual class: inhibitors; also: potency is read from the fitted curve at half-maximal effect; % is scaled to controls: 0 for no effect and ±100 for the full control effect
#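 Compounds were pin-transferred onto hKGA, after which L-glutamine (1 mM solution) and a detection mix of glutamate oxidase, HRP and Amplex Red were added. Initial and 30 min RT fluorescence reads were collected.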
# ERG-DNA inh: qHTS for Small Molecule Inhibitors of the ERG Ets/DNA interaction. Potency, µM (doses to about 76.9 µM), for the others: at the highest dose FP activity, negative = inhibition, most hits filed as inhibitors. 0.028% of 370,000 active. Transcriptional regulator ERG (Homo sapiens), P11308. fluorescence polarization, His-ERG Ets domain / labelled DNA; active = well fitted inhibition curve with a large enough effect in the polarisation, with a control signal flat; inconclusive = small, poorly fitted or top-dose-only effect, or effect the other way, or a change in a side signal; inactive = no such curve, though single readings can be large or run the other way; the % refers to the polarisation;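 also: polarization taken with two DNA probes labelled with fluorescein and Texas red; potency is read from the fitted curve at half-maximal effect; % of control where 0% means no effect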
#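 His-tagged ERG Ets domain (1 uM in the protein solution; 300mM KCl, 50mM Tris-HCl, 1mM EDTA, 1mM DTT, pH 7.5) received compound, then a probe mix of 5 nM fluorescein-DNA and 100nM Texas-615-DNA. Fluorescence polarization was read for both dyes.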
# RGS4 inh: Inhibitors of Regulator of G Protein Signaling (RGS) 4: qHTS; Regulator of G-protein signaling 4 (Homo sapiens), P49798; Transcreener GDP fluorescence polarization, RGS4-accelerated GTP hydrolysis; Potency, µM (doses to about 114 µM), inactives show at the highest dose activity change, negative = inhibition, most hits filed as inhibitors; 0.039% of 390,000 active; also: potency is read from the fitted curve at half-maximal effect; % is scaled to controls: 0 for no effect and ±100 for the full control effect; nearly all actives have a fitted effect of over 75% in size; some results filed as inactive show a strong effect at the top dose
#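 MLSMR compounds (23 nl, pin-transferred) preincubated 10 min at room temperature with a 500nM (2x) first reagent, then RGS4 at 900nM (2x) plus Transcreener GDP mix added; fluorescence polarization (620/688 nm) read before and after 90 min at 30 °C.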
# BAZ2B block: qHTS Assay for Inhibitors of BAZ2B. Potency, µM (series often up to 114 µM), without a hit: top-dose activity change, negative = inhibition, hits mostly inhibitors. AID 504333, 2011. 4.4% of 360,000 active. AlphaScreen BAZ2B-H3K14Ac peptide displacement. Bromodomain adjacent to zinc finger domain protein 2B (Homo sapiens), Q9UIF8; also: potency is read from the fitted curve at half-maximal effect; % is scaled to controls: 0 for no effect and ±100 for the full control effect; nearly all actives have a fitted effect of over 60% in size
#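 Multi-concentration screen (max 110 uM) measuring displacement of acetylated histone H3 peptide from BAZ2B by AlphaScreen, using 50 nM protein, 50 nM peptide and 10 ug/mL streptavidin donor plus Ni-chelate acceptor beads.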
# ALOX12 inh: Primary qHTS assay for inhibitors of human arachidonate 12S-lipoxygenase (ALOX12): Round 2 | Polyunsaturated fatty acid lipoxygenase ALOX12 (Homo sapiens), P18054 | purified 12hLO, xylenol orange hydroperoxide absorbance | Potency, µM (doses to about 108 µM), for inactives: at the highest dose activity change, negative = inhibition, actives largely listed as inhibitors | 1.1% of 580,000 active | AID 1671190, 2021; also: potency is read from the fitted curve at half-maximal effect; % is scaled to controls: 0 for no effect and ±100 for the full control effect
# Target sequence (P18054 whole entry, looked up): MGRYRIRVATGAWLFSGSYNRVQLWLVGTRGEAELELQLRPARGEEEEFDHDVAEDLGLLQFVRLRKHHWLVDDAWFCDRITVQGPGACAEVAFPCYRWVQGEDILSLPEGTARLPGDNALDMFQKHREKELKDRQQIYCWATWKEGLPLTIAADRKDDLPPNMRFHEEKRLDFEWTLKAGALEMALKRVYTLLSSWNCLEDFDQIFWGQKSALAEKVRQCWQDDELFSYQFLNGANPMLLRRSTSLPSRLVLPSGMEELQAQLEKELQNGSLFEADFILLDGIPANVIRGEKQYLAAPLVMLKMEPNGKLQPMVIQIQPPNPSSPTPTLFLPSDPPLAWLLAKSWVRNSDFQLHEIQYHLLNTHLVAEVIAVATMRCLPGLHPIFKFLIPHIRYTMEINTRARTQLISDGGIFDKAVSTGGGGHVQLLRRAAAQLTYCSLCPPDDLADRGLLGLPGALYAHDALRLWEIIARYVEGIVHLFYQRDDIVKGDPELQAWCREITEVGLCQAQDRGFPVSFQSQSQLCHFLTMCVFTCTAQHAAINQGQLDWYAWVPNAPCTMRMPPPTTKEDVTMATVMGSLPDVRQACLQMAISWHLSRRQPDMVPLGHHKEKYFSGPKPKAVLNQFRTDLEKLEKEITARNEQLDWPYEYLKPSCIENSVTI
#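 Hydroperoxide product was detected by ferrous iron/xylenol orange as the 573 to 405 nm absorbance ratio. Arachidonic acid at 40 uM (final) was turned over for 30 min at room temperature by 150 nM human 12hLO, pH 7.0 Hepes buffer, after 15 min compound preincubation.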
# PI4K2A block: qHTS for small molecular inhibitors of PI4K2A; Phosphatidylinositol 4-kinase type 2-alpha (Homo sapiens), Q9BTU6; purified PI4K2A, ADP-Glo luminescence, 1 h; hits give low values; activity change, negative = inhibition, % at 76.9 µM; 0.13% of 420,000 active; in the data active = activity change below about -50%; inconclusive = mostly about -30% to -49%;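 also: -100% = wells without enzyme as full effect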
#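 PI4K2A activity was measured by ADP-Glo luminescence: enzyme (4 ug/mL stock) and phosphatidylinositol (1.2 mM stock) in Tris pH 7.5/MgCl2/EGTA/Triton X-100 buffer were reacted with ATP (300 microM stock) for one hour at ambient temperature.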
# HP1b binding inh: HTS for Inhibitors of HP1-beta Chromodomain Interactions with Methylated Histone Tails | Chromobox protein homolog 1 (Homo sapiens), P83916 | AlphaScreen HP1-beta / biotin-H3K9me3 peptide binding | Potency, µM (highest dose often 114 µM), inactives show at the highest dose activity change, negative = inhibition, hits mostly inhibitors | 0.56% of 390,000 active; also: potency is read from the fitted curve at half-maximal effect; nearly all actives have a fitted effect of over 70% in size; inactives centre near 23
#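 HP1-beta protein (50 nM final) preincubated 30 min at room temperature with biotinylated H3(1-18)K9me3 peptide (50 nM) in PBS pH 7.4, 0.01% Tween-20, then compound added for 30 min. AlphaScreen streptavidin donor/nickel chelate acceptor beads (10 ug/mL final), 30 min dark, luminescence read.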
# * marks the source's active call; other numbers are inactive results; u = inconclusive; x = not tested or not shown; [ ] = dose if it differs, or a comment. Unless noted, calls follow the shape of the dose curve; as a rule, active = well fitted curve in the direction sought with a large enough effect; inconclusive = small, poorly fitted or top-dose-only effect, or another doubt; inactive = no such curve, though single readings can be large; an effect the other way counts as inactive or inconclusive. Not all compounds are listed. The share of hits here may be higher or lower than overall.
cpd	canonical_smiles	JMJD2A Tudor inh	G9a inh	GLS inhibitor	ERG-DNA inh	RGS4 inh
1	CCCCN(CC)S(=O)(=O)c1ccccc1	84%[activator]	20%	x	0%	14%
2	CCn1nc(C(=O)Nc2cccc3ccccc23)c(Cl)c1Cl	19%	0%[59 µM]	-1%	4%	-2%
3	CCOc1ccccc1NC(=O)c1ccoc1C	-10%	22%[12.7 µM]	0%	6%	13%
4	O=C(CN1CCCCCC1)Nc1ccc(Br)cc1[N+](=O)[O-]	45µM*	35µM*	-1%	-13%	18%
5	CC(C)c1ccc(NC(=O)/C(C#N)=C/c2ccncc2)cc1	-13%	95%[activator]	-6%	3%	u
6	Cc1ccc(Nc2nc(-c3c(C)nc4ncccn34)cs2)cc1	u	40µM*	12%	-10%	u
7	CCOC(=O)CSc1nc2c(sc(=S)n2Cc2ccco2)c(=O)n1-c1ccccc1	-32%	10%[0.501 µM]	0%	1%	11%
8	CCOc1ccc(NC(=O)c2ccc(Cl)c(NC(=O)c3ccco3)c2)cc1	-18%	x	1%	1%	-7%
9	O=C(COC(=O)c1cccc(Cl)c1Cl)NC1CCCC1	2%	-8%[2.33 µM]	6%	14%	15%
10	CCn1c2ccccc2c2cc(NC(=O)C/C(C)=N/NC(=O)c3ccccc3N)ccc21	-20%	43%[59 µM]	0%	-3%	-32%

cpd	BAZ2B block	ALOX12 inh	PI4K2A block	HP1b binding inh
1	u	-10%	-5	66%[activator]
2	91%[activator]	0%	2	87%[activator]
3	-7%	0%	6	18%
4	16µM*	-4%	4	50µM*
5	-23%	u	4	40%[activator]
6	u	u	5	-37%
7	-13%	18%	1	-15%
8	4%	0%	-19	13%
9	11%	0%	1	26%
10	5%	13%	4	25%

# The list goes on (2 carried over from the part before).
cpd	canonical_smiles	JMJD2A Tudor inh	G9a inh	GLS inhibitor	ERG-DNA inh	RGS4 inh
9	O=C(COC(=O)c1cccc(Cl)c1Cl)NC1CCCC1	2%	-8%[2.33 µM]	6%	14%	15%
10	CCn1c2ccccc2c2cc(NC(=O)C/C(C)=N/NC(=O)c3ccccc3N)ccc21	-20%	43%[59 µM]	0%	-3%	-32%
11	O=C(NCc1ccco1)C(=O)NCc1ccccc1Cl	-30%	18%	-7%	-10%	-8%
12	Cc1cccc(C(=O)OCC(=O)Nc2ccc3c(c2)OCCO3)c1O	-17%	6%[12.7 µM]	-1%	-10%	-11%
13	O=C(/C=C/Nc1cccc(C(F)(F)F)c1)c1ccco1	-7%	9%	7%	12%	1%
14	CCOC(=O)c1[nH]c2ccccc2c1NC(=S)Nc1cccc(C)c1C	u	45µM*	8%	8%	-14%
15	O=C(CSc1ccc(F)cc1)N1CCOCC1	-9%	-8%	1%	2%	-10%
16	Cc1ccc(C(O)CCc2ccc(N)cc2)cc1 (stereo unspecified)	-20%	2%	-1%	-1%	-1%
17	N/C(=N/O)c1nc(N2CCCC2)nc(N(c2ccccc2)c2ccccc2)n1	-32%	-1%[59 µM]	27%	10%	16%
18	CCCCN(C)CCNC(=O)CN1C(=O)CSc2ccc(S(=O)(=O)N3CCCC3)cc21	-5%	-6%[59 µM]	-2%	-1%	-7%[56.9 µM]
19	CCC1CCCCN1C(=O)c1ccc(OC2CCN(Cc3ccccn3)CC2)cc1 (stereo unspecified)	-21%	18%	2%	-6%	20%
20	CCOc1ccc(-n2c([S-])c(C(=O)Nc3ccc(S(=O)(=O)N4CCOCC4)cc3)[n+]3cc(C(N)=O)ccc23)cc1	-15%	u	8%	6%	2%

cpd	BAZ2B block	ALOX12 inh	PI4K2A block	HP1b binding inh
9	11%	0%	1	26%
10	5%	13%	4	25%
11	8%	11%	1	-3%
12	-3%	0%	-2	23%
13	-14%	-18%	5	39%[activator]
14	u	u	-5	-13%
15	-11%	-3%	-2	17%
16	-24%	12%	0	21%
17	-10%	12%	3	9%
18	-5%	-25%	-10	54%[activator]
19	-24%	-14%	-3	19%
20	1%	-26%	-2	7%

# Continuation.
cpd	canonical_smiles	JMJD2A Tudor inh	G9a inh	GLS inhibitor	ERG-DNA inh	RGS4 inh
21	COc1ccc(NC(=S)Nc2cccnc2)c(OC)c1	-2%	50µM*	32%[activator]	0%	-13%
22	COc1ccc(CNC(=O)C2CCN(c3nn4c(=O)cc(C)nc4s3)CC2)cc1	20%	-5%	6%	1%	-17%
23	O=C(COC(=O)Cc1c[nH]c2ccccc12)Nc1cc(S(=O)(=O)N2CCOCC2)ccc1Cl	-30%	x	8%	-3%	25%
24	O=C(Cn1ncn2c(cc3sccc32)c1=O)NC1CCCC1	-20%	74%	-1%	-9%	13%
25	COC(=O)c1sc(NC(=O)COc2ccccc2OC)nc1C	-2%	7%[12.7 µM]	3%	x	13%
26	Cc1ccc(-c2noc(CSc3nnc(-c4ccccc4)n3C)n2)cc1	-3%	16%[59 µM]	-1%	-4%	12%
27	CC(C)(C)OC(=O)N1CCN(C(=O)c2[nH]cnc2C(=O)Nc2cccc(Cl)c2)CC1	u	-5%[0.501 µM]	-1%	-4%	-36%
28	CSc1ccccc1NC(=O)COC(=O)CCC(=O)c1ccc(F)cc1	10%	x	-7%	10%	33%
29	O=C(O)/C=C/c1ccc(S(=O)(=O)N(CCO)CCO)cc1	-19%	8%	3%	4%	14%
30	COc1ccc(N(C(C)C(=O)Nc2ccc(S(=O)(=O)N3CCCCC3)cc2)S(C)(=O)=O)cc1 (stereo unspecified)	-19%	5%	-21%	-19%	-20%

cpd	BAZ2B block	ALOX12 inh	PI4K2A block	HP1b binding inh
21	-3%	-25%	-1	16%
22	-14%	-5%	-4	29%
23	x	182%[activator]	-2	11%
24	-14%	25%	-3	34%[activator]
25	2%	5%	-2	16%
26	3%	27%	7	12%
27	-2%	1%	1	1%
28	x	-17%	-2	54%[activator]
29	1%	-15%	1	1%
30	1%	-33%	-1	-16%

# Remaining list, next part.
cpd	canonical_smiles	JMJD2A Tudor inh	G9a inh	GLS inhibitor	ERG-DNA inh	RGS4 inh
31	CCOC(=O)C1=C(C)N=C2SC(C(=O)OC)=CC(=O)N2C1c1ccc(F)cc1 (stereo unspecified)	25µM*	u	-10%	8%	u
32	Cc1cccc2[nH]c3c(N4CC=C(c5ccc(F)cc5)CC4)ncnc3c12	u	u	2%	-5%	-10%
33	CCCC(=O)Nc1ccc(NC(=O)c2ccco2)cn1	10%	-19%	-6%	-5%	9%
34	O=C(c1ccc(Br)cc1)c1cn[nH]c1-c1ccccc1O	-26%	42%	14%	-1%	-4%
35	COc1ccccc1CNS(=O)(=O)c1ccc(Br)s1	-8%	5%[0.501 µM]	-4%	4%	10%
36	CC(C)(/C=N/O)/[N+]([O-])=C/c1ccco1	-11%	-24%	9%	0%	-18%
37	CC1(C)Cc2c(c(N3CCOCC3)nc3sc(C(=O)N4CCCCC4)c(N)c23)CO1	u	4.5µM*	3%	0%	u
38	CC(=O)N1C(=O)C(=C2C=C(C)OC(C)=C2)c2ccccc21	-21%	18%[2.33 µM]	2%	-21%	-11%
39	O=C(N/N=C/c1ccc(Br)s1)c1ccncc1	-7%	18%	15%	-9%	8%
40	Cc1ccc(Cn2ccc(NC(=O)c3cc(-c4cccs4)on3)n2)cc1	-10%	7%[59 µM]	2%	1%	32%
41	COc1cc(C(=O)NCC2CCCO2)ccc1OCc1ccc(Cl)cc1Cl (stereo unspecified)	-10%	7%[12.7 µM]	-1%	0%	6%
42	CCN1CN(Cc2ccccc2)CNC1=S	-25%	u	-10%	7%	-36%
43	CCOC(=O)Cn1c(=NC(=O)C(C)(C)C)sc2cc([N+](=O)[O-])ccc21	3%	2%[59 µM]	1%	-1%	9%

cpd	BAZ2B block	ALOX12 inh	PI4K2A block	HP1b binding inh
31	u	u	4	u
32	-28%	98%[activator]	-3	u
33	-2%	0%	-2	32%
34	-5%	u	3	7%
35	-6%	-1%	2	29%
36	0%	u	-1	26%
37	-36%	u	-3	27%
38	-4%	-19%	-2	8%
39	-8%	-2%	-5	41%[activator]
40	1%	24%	0	10%
41	10%	16%	0	4%
42	-3%	-19%	-3	31%
43	7%	1%	-5	33%[activator]

# Printed as active in HP1b binding inh, among the entries above:
cpd	canonical_smiles	JMJD2A Tudor inh	G9a inh	GLS inhibitor	ERG-DNA inh	RGS4 inh
4	O=C(CN1CCCCCC1)Nc1ccc(Br)cc1[N+](=O)[O-]	45µM*	35µM*	-1%	-13%	18%

cpd	BAZ2B block	ALOX12 inh	PI4K2A block	HP1b binding inh
4	16µM*	-4%	4	50µM*
